Screening data (PubChem BioAssay)
TAG inh: triacylglycerol accumulation inhibition | 230,000 tested, 0.66% active | H9c2 cells, Nile Red lipid (TAG) fluorescence; cells loaded with 200 µM oleic acid | inhibition, % at 12.5 µM;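 active means pattern-corrected inhibition of lipid staining of at least 50% with the nuclear-stain viability signal not falling by more than 50%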;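 further: 0% = DMSO wells and 100% = triacsin C control wells; some results filed as inactive read as strong as hits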
TAG inh DAPI viability: also measured in TAG inh; calls as there; DAPI nuclei signal change (viability), lower = more cytotoxic, %;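 whole-well DAPI fluorescence read on a plate reader as a viability signal; minus 50 percent equals half of cells still viable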
The depositor's hits bear a star; & = joins results of further samples. Some of the compounds tested, so the mix of outcomes need not match the whole.

> CCOC(=O)C1CCN(C(=O)CN(c2ccc(OC)cc2)S(=O)(=O)c2c(C)nn(C)c2C)CC1
  TAG inh: 12; TAG inh DAPI viability: 3
> Cc1ccc(C)c(CSc2nnc(CCN)o2)c1
  TAG inh: 6; TAG inh DAPI viability: 3
> O=C(COC(=O)c1ccccc1F)NC1CC1
  TAG inh: -6; TAG inh DAPI viability: 4
> CCN(CC)C(=O)c1cccc(-c2csc(C(C)(O)c3cccc(OC)c3)n2)c1 (stereo not given)
  TAG inh: -32; TAG inh DAPI viability: 8
> O=C(/C=C/c1ccccc1)Nc1cccc(C(=O)NCCCc2ccccc2)c1
  TAG inh: -5; TAG inh DAPI viability: 7
> O=C(Cn1cc(COc2c(Br)cc(F)cc2Br)nn1)c1ccc(O)cc1
  TAG inh: 6; TAG inh DAPI viability: -8
> CCOc1ccc(S(=O)(=O)NCCC(=O)NCC2COc3ccccc3O2)cc1 (stereo not given)
  TAG inh: -5; TAG inh DAPI viability: -3
> CCN(c1ccccc1)S(=O)(=O)c1ccc(OC)c(NC(=O)c2c(C)noc2C)c1
  TAG inh: 17; TAG inh DAPI viability: -17
> O=C(CC(SCCO)c1ccc2c(c1)OCO2)c1ccco1 (stereo not given)
  TAG inh: 7; TAG inh DAPI viability: -5
> CN(C)S(=O)(=O)Oc1ccccc1C(=O)Nc1ccc(F)cc1
  TAG inh: -3; TAG inh DAPI viability: 9
> Cn1c(=O)c2ncn(CC(=O)NCCOc3ccccc3)c2n(C)c1=O
  TAG inh: -9; TAG inh DAPI viability: 10
> CCN(C(=O)CN1CCCCC1C)c1c(N)n(Cc2ccccc2)c(=O)[nH]c1=O (stereo not given)
  TAG inh: -7; TAG inh DAPI viability: 2
> CN(c1ccccc1)S(=O)(=O)c1ccc(Cl)c(C(=O)Nc2ccncc2)c1
  TAG inh: -10; TAG inh DAPI viability: 0
> CCOC(=O)CNC(=O)c1cn(C)c(=O)c2cc(OC)c(OC)cc12
  TAG inh: 8; TAG inh DAPI viability: 0
> Cc1cccc(N/C(=N/S(=O)(=O)c2ccccc2)c2ccccc2)n1
  TAG inh: 2; TAG inh DAPI viability: 3
> CC(C)CNC(=O)COc1ncnc2sccc12
  TAG inh: -9; TAG inh DAPI viability: 6
> CC/C(=C(/c1ccccc1)c1ccc(OCC[N+](C)(C)C)cc1)c1ccccc1
  TAG inh: -6; TAG inh DAPI viability: 21
> CC(C)c1cccc(C(C)C)c1NC(=O)c1ccc(-c2cc(Cl)ccc2Cl)o1
  TAG inh: 11; TAG inh DAPI viability: -13
> O=c1c2ccccc2c(/C=N/c2ncn[nH]2)c(O)n1Cc1ccccc1
  TAG inh: 4&-3; TAG inh DAPI viability: -1&1
> Cc1nc(-c2ccc(F)cc2)c(CC(=O)NCC(=O)Nc2ccc(F)c(F)c2)s1
  TAG inh: -8; TAG inh DAPI viability: 1
> C/C(=N/Nc1ccc(Cl)cc1)c1cnnc(-c2ccccc2)n1
  TAG inh: -2; TAG inh DAPI viability: 3
> CC1=C(C(=O)NCc2ccco2)C2(CCC(C)CC2)OC1=O (stereo not given)
  TAG inh: 18; TAG inh DAPI viability: 9
> COc1ccc(S(=O)(=O)Nc2cccc(S(=O)(=O)N3CCCCC3)c2)cc1
  TAG inh: 3; TAG inh DAPI viability: 2
> CC1(C)CC(=O)C2=C(C1)N=c1s/c(=C/c3ccc(F)c(F)c3)c(=O)n1C2c1ccc(F)cc1 (stereo not given)
  TAG inh: 46; TAG inh DAPI viability: -11
> CN(Cc1ccccc1)C(=O)COC(=O)c1ccccc1SCC(=O)N1CCCC1
  TAG inh: -4; TAG inh DAPI viability: 4

> COc1ccc(Cl)cc1C(=O)NNC(=S)NC(=O)c1cc(-c2ccccc2)nc2ccccc12
  TAG inh: -5; TAG inh DAPI viability: 2
> O=C(C1CCC1)N1CCC(c2nc3c(nnn3Cc3c(F)cccc3Cl)c(=O)[nH]2)CC1
  TAG inh: -26; TAG inh DAPI viability: -15
> CC(C)CN(CC(C)C)C(=O)COn1nnc2ccc(S(=O)(=O)N3CCOCC3)cc21
  TAG inh: 4; TAG inh DAPI viability: 1
> COc1ccccc1CC(=O)N1CCN(S(=O)(=O)c2ccccc2)CC1
  TAG inh: -7; TAG inh DAPI viability: 4
> Cc1nc2[nH]c(=S)[nH]c2c(=O)[nH]1
  TAG inh: 7; TAG inh DAPI viability: 12
> O=C(NCc1ccc(Cl)nc1)c1csc([C@@H]2C[C@H](O)[C@@H](CO)O2)n1
  TAG inh: 7; TAG inh DAPI viability: -3
> COc1ccc(CCNC(=O)c2c(N)no[n+]2[O-])cc1OC
  TAG inh: 17; TAG inh DAPI viability: 12
> Cc1ccc2occ(/C=N/O)c(=O)c2c1
  TAG inh: 3; TAG inh DAPI viability: 2
> CCCCC(=O)Nc1cc(OC)c(NC(=O)C2CCCCC2)cc1OC
  TAG inh: 28; TAG inh DAPI viability: -1
> COc1ccc(CC(=O)O/N=C(\N)c2ccc(C)cc2)cc1
  TAG inh: -6; TAG inh DAPI viability: -1
> Cc1[nH][nH]c(=O)c1N=Nc1ccc(Cl)cc1
  TAG inh: -9; TAG inh DAPI viability: 13
> O=C(NC(=S)Nc1ccc(S(=O)(=O)Nc2ccccc2)cc1)C1CC1
  TAG inh: -17; TAG inh DAPI viability: 5
> Cc1ccc(-c2ccc(CN3C(C)C(=O)N(Cc4cn(CC5CCCCC5)nn4)CCS3(=O)=O)cc2)cc1 (stereo not given)
  TAG inh: 6; TAG inh DAPI viability: 1
> Cc1ccc(C2=NNC3(CCOC(C)(C)C3)S2)cc1 (stereo not given)
  TAG inh: 18; TAG inh DAPI viability: -9
> Cc1cc(N2CCCC2)c(F)cc1/C=C\[N+](=O)[O-]
  TAG inh: -5; TAG inh DAPI viability: 5
> O=C(COC(=O)c1cccc(S(=O)(=O)NCc2ccccc2)c1)NC1CC1
  TAG inh: -5; TAG inh DAPI viability: 7
> COc1ccc2ccn(S(=O)(=O)c3ccccc3)c2c1
  TAG inh: -1; TAG inh DAPI viability: 0
> Cc1ccc(S(=O)(=O)NCCCN2CCOCC2)c(C)c1
  TAG inh: -11; TAG inh DAPI viability: 6
> Cc1cc(C(=O)CSc2nnc(N)s2)c(C)n1-c1c(C)n(C)n(-c2ccccc2)c1=O
  TAG inh: 1; TAG inh DAPI viability: -12
> O=C(Oc1c(-c2ccccc2)c(=O)n2c3c(cccc13)CC2)c1ccco1
  TAG inh: 5; TAG inh DAPI viability: -9
> Cn1c2nc(=O)n(-c3ccccc3)c(=O)c-2nc2c1CCCC2
  TAG inh: -14; TAG inh DAPI viability: 3
> O=C(Nc1ccc(Cl)cc1)c1cccs1
  TAG inh: -16; TAG inh DAPI viability: 6
> COc1ccc(F)cc1-c1cc(NC(C)=O)c2ncc(-c3cccc(C(F)(F)F)c3)n2c1
  TAG inh: 23; TAG inh DAPI viability: -3
> Cc1nc2ccc(S(=O)(=O)NC(C(=O)Nc3nc4ccc(Cl)cc4s3)C(C)C)cc2s1 (stereo not given)
  TAG inh: 9; TAG inh DAPI viability: -4
> Cc1ccc(C(=O)Nc2ccc(CN3CCS(=O)(=O)CC3)cc2)cc1C
  TAG inh: 1; TAG inh DAPI viability: -4

The list continues:
canonical_smiles,TAG inh,TAG inh DAPI viability
CCOC(=O)N1CCN(S(=O)(=O)c2c(C)nn(C)c2C)CC1,-2,-2
CCN(CC(=O)NC(C)C)Cc1nc2sc3c(c2c(=O)[nH]1)CCC3,4,-9
CCCC(=O)N=c1sc2c(OC)ccc(OC)c2n1C,2,12
COc1ccc(C(=O)NCCc2c[nH]c3ccccc23)cc1S(=O)(=O)N1CCCCC1C (stereo not given),8,2
CCOC(=O)/C=C/[C@H]1CCc2cccc(C)c2O1,8,2
CC1=C(C(=O)N2CCOCC2)CC(CC(=O)NCc2ccco2)C(=O)N1Cc1ccc(F)cc1 (stereo not given),5,3
CCc1cccc2c(C#N)cn(CC(=O)NCc3ccco3)c12,-13,7
CN1CCN(c2ccc(NC(=O)c3ccc(-c4ccc(Cl)cc4)o3)cc2)CC1,-8,10
COc1ccc(Cl)cc1S(=O)(=O)n1ccnc1C(C)C,12,-2
O=C(COC(=O)/C=C/c1ccc(Br)o1)NC1CCCCC1,10,8
CCCc1cnc(N2CCN(C(=S)NC)CC2)nc1,-12,-3
Cn1c(NNC(=O)/C=C/c2ccc3c(c2)OCO3)cc(=O)n(C)c1=O,-2,2
O=C(CO/N=C/c1ccc(OC(F)F)cc1)NC1CCCCCC1,-34,7
O=C(COC(=O)CSc1ccc(Br)cc1)NCc1ccco1,2,-7
O=C(c1ccccc1)N1N=C(C(F)(F)F)CC1(O)c1ccc(F)cc1 (stereo not given),-5,1
COc1cccc(CN(C)C(=O)c2ccc3c(=O)n4c(nc3c2)CCC4)c1OC,-15,-2
COc1ccc(-c2coc3cc(OC)cc(O)c3c2=O)cc1,-22,1
O=C(O)c1cccc(NN=C2c3ccccc3-c3ccccc32)c1,-2,0
COc1cccc(NC(=O)c2ccccc2)c1,8,-4
O=P(CCC(F)(F)F)(CCC(F)(F)F)CCC(F)(F)F,-8,-2
O=C(C1=CC=CN2CCS(=O)(=O)N=C12)N1CCN(c2cccc(Cl)c2)CC1,-10,-4
Cc1ccc(-c2csc(NC(=O)c3cccc(N4C(=O)CCC4=O)c3)n2)o1,3,3
Cc1ccc(C)c(Cn2c(=O)c3c(nc4n3CCN4Cc3ccco3)n(C)c2=O)c1,3,0
CCCn1c(O)c(C=Nc2ccccc2)sc1=S,-4,-5
COc1ccc(C2CC(=O)Oc3cc(C)cc(C)c32)cc1 (stereo not given),-8,-1
Cn1cccc1CNC(=O)Nc1ccc(Cl)cc1,6,-9
CCc1c(C(=O)NCc2ccccc2Cl)[nH]c(C)c1C(C)=O,-11,-2
Fc1ccc(/C=N/Nc2cc(N3CCOCC3)ncn2)cc1,35,-19
Cc1ccccc1S(=O)(=O)Nc1cccnc1,27,-24
Cn1cc(C2=C(c3ccc(Cl)cc3Cl)C(=O)NC2=O)c2ccccc21,-26,1
Cc1cc(C(=O)N2CCCC(Nc3ccc(C)c(C)c3)C2)nc(C)n1 (stereo not given),6,-4
Cc1cc(C)c(NC(=O)CCCn2c(=O)oc3ccccc32)c(C)c1,4,1
O=C(CCNC(=O)c1ccccc1)OCN1C(=O)c2ccccc2C1=O,-10,-6
O=C(Nc1ccc2c(c1)OCO2)c1ccc(Cl)nc1,2,-6
CC1(C)CC2(CCCN(CC(O)(c3ccccc3)c3ccccc3)C2)CCO1 (stereo not given),-4,3
Cc1ccc(C(c2nnnn2CC2CCCO2)N2CCN(C(=O)c3ccco3)CC2)cc1 (stereo not given),-12,10
COc1cc(CN2CCC(n3nccc3NC(=O)C3CC3)CC2)cc(OC)c1,-1,-9
O=C(O)C1=C[C@@H](C2CC2)C[C@@H](OCc2ccc(CO)cc2)O1,-48,8
O=C(c1cccnc1)N1CCN(S(=O)(=O)c2ccc(F)cc2)CC1,-17,-1
COCCCNC(=O)CN(c1ccc(OC)cc1)S(=O)(=O)c1ccc(NC(C)=O)cc1,14,11

Full records from above. Order of screens: TAG inh, TAG inh DAPI viability
Cc1cc(N2CCCC2)c(F)cc1/C=C\[N+](=O)[O-] is entered as -5, 5
Cn1c2nc(=O)n(-c3ccccc3)c(=O)c-2nc2c1CCCC2 is entered as -14, 3
CCOc1ccc(S(=O)(=O)NCCC(=O)NCC2COc3ccccc3O2)cc1 (stereo not given) is entered as -5, -3

Arranged by molar mass (ascending): three of the compounds above.
canonical_smiles,TAG inh,TAG inh DAPI viability
CCOC(=O)CNC(=O)c1cn(C)c(=O)c2cc(OC)c(OC)cc12,8,0
COc1cc(CN2CCC(n3nccc3NC(=O)C3CC3)CC2)cc(OC)c1,-1,-9
Cc1nc2ccc(S(=O)(=O)NC(C(=O)Nc3nc4ccc(Cl)cc4s3)C(C)C)cc2s1 (stereo not given),9,-4

Random excerpt: four compounds from above, in no set order.
canonical_smiles,TAG inh,TAG inh DAPI viability
CC1(C)CC2(CCCN(CC(O)(c3ccccc3)c3ccccc3)C2)CCO1 (stereo not given),-4,3
Cn1cccc1CNC(=O)Nc1ccc(Cl)cc1,6,-9
CCc1c(C(=O)NCc2ccccc2Cl)[nH]c(C)c1C(C)=O,-11,-2
Cc1ccc(C)c(Cn2c(=O)c3c(nc4n3CCN4Cc3ccco3)n(C)c2=O)c1,3,0

Later entries.
canonical_smiles,TAG inh,TAG inh DAPI viability
S=c1[nH]nc(-c2cc(-c3ccccc3)n[nH]2)n1/N=C/c1cccc(Cl)c1,13,-3
CCCCNC(=O)NCCN1CCOCC1,6,2
CCn1c(SCCC(=O)O)nnc1-c1cccnc1,-11,21
Cc1ccc(-c2c(C)c(-c3ccc(F)cc3)nc(N)c2C#N)o1,-127,-1
NNC(=O)CSc1nc(-c2ccccc2)nc2c1CCCC2,3,15
COc1ccc(C(=O)N/N=C/c2ccccn2)cc1,6,-16

Some of the entries above, set out differently:
Below each compound: TAG inh	TAG inh DAPI viability
O=C(c1cccnc1)N1CCN(S(=O)(=O)c2ccc(F)cc2)CC1
→ -17	-1
Cc1cc(N2CCCC2)c(F)cc1/C=C\[N+](=O)[O-]
→ -5	5
Cc1ccc(C)c(Cn2c(=O)c3c(nc4n3CCN4Cc3ccco3)n(C)c2=O)c1
→ 3	0
O=C(COC(=O)c1ccccc1F)NC1CC1
→ -6	4
CCCc1cnc(N2CCN(C(=S)NC)CC2)nc1
→ -12	-3
CC(C)CNC(=O)COc1ncnc2sccc12
→ -9	6
Cn1c(NNC(=O)/C=C/c2ccc3c(c2)OCO3)cc(=O)n(C)c1=O
→ -2	2
